HT1080 IDH1KD tx: toxicity to HT-1080 IDH1 knockdown cells (counter line). HT-1080 IDH1 knockdown viability, ATP luminescence, 48 h. Potency, µM (highest dose often 46.1 µM), for inactives: top-dose activity, negative = toxicity, most hits filed as cytotoxic. 360,000 compounds, 2% hits. AID 686971;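 also: potency is read from the fitted curve at half-maximal effect; 0% = DMSO wells and -100% = cell-free medium wells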
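IDH1KD HT-1080 cells, 750/well, RPMI + 5% FBS; compound pinned after 2 h settling; 48 h, 37 °C; CellTiter-Glo luminescence; % activity normalised to DMSO and no-cell wells; curves fitted, classed by r2 and efficacy.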
IL-1B inflam inh: inflammasome signaling inhibition, IL-1 beta readout. THP-1 LPS/ATP IL-1B secretion, AlphaLISA, 16 h; active compounds read low. activity change, % at 57.5 µM. 360,000 compounds, 4.7% hits. AID 743279; in the data active = activity change below about -50%; inconclusive = mostly about -30% to -49%; also: % is scaled to controls: 0 for no effect and ±100 for the full control effect
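THP-1 cells pretreated 1 hr with compounds (up to 57.5 uM final), then stimulated with LPS (250 ng/mL final) plus ATP (1.25 mM final); secreted IL-1B measured by AlphaLISA after 16 hr, decreased signal indicating inhibition.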
SW480 rerep: induces DNA re-replication in SW480 colon adenocarcinoma cells; SW480 DNA re-replication, Hoechst DNA content imaging, 48 h; Potency, µM (series often up to 46.1 µM), inactives show top-dose re-replication activation, usual class: activators; 340,000 compounds, 1.8% hits; also: potency is read from the fitted curve at half-maximal effect; % of control where 0% means no effect; nearly all actives have a fitted effect of over 55% in size
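Hoechst fluorescence of nuclei (405 nm excitation, 500-530 nm emission) measured by plate-scanning imager after 48 hr compound exposure at 37 C; re-replication scored as increased number of nuclei with elevated intensity.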
KB-3-1 tox: kills parental KB-3-1 adenocarcinoma cells | 400,000 compounds, 1.4% hits | AID 1347075 | Potency, µM (series often up to 46.1 µM), for the others: at the highest dose activity change, negative = cytotoxic, usual class: cytotoxic | KB-3-1 viability, CellTiter-Glo ATP luminescence, 72 h; also: potency is read from the fitted curve at half-maximal effect; % is scaled to controls: 0 for no effect and ±100 for the full control effect; nearly all actives have a fitted effect of over 60% in size
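Using CellTiter-Glo luminescence, growth of non-resistant KB-3-1 adenocarcinoma cells is assessed 72 h after pin-tool compound addition at 37 °C. Normalized responses across the concentration series yield fitted curves.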
ATXN viability: viability counter-screen for ATXN expression inhibitors. S2 cells (HEK-293 line with an ATXN2-luciferase reporter) viability, CellTiter-Fluor protease fluorescence, 24 h. AID 651635. Potency, µM (top dose mostly 56.7 µM), most hits filed as cytotoxic. 400,000 compounds, 0.49% hits; also: potency is read from the fitted curve at half-maximal effect; nearly all actives have a fitted effect of over 40% in size
HepG2 viability: HepG2 cytotoxicity, counter-screen for TGF-b inhibitors; HepG2 CAGA-GFP viability, ATP luminescence, 18 h; Potency, µM (doses to about 46.1 µM), without a hit: top-dose activity change, negative = cytotoxicity, actives largely listed as cytotoxic; 410,000 compounds, 0.76% hits; also: potency is read from the fitted curve at half-maximal effect; some results filed as inactive show a strong effect at the top dose
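HepG2 CAGA-GFP cells (1000/well, DMEM with 1% FBS) received compound, then TGF-beta at 500 pg/mL final, and were incubated 18 hours at 37 degrees C. Viability was read by CellTiter-Glo luminescence. Media-only wells were set as complete cell-killing and DMSO as no toxicity.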
ATXN2 expr inh: ATXN2 expression inhibition | 360,000 compounds, 0.72% hits | Potency, µM (top dose mostly 57 µM), inactives show top-dose activity change, negative = inhibition, usual class: inhibitors | HEK-293 ATXN2-luciferase reporter, luminescence, 24 h; also: potency is read from the fitted curve at half-maximal effect; % is scaled to controls: 0 for no effect and ±100 for the full control effect; nearly all actives have a fitted effect of over 55% in size
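qHTS (up to 57 uM final) was run with 24 h compound exposure of reporter cells at 37 °C. Each well was multiplexed: SteadyGlo luminescence measured ATXN2-luciferase expression after a fluorogenic Gly-Phe-AFC viability readout (25 uM final).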
MCF10A rerep: inducers of DNA re-replication in MCF 10A breast cells. AID 624296. 350,000 compounds, 2.9% hits. Potency, µM (doses to about 46.1 µM), for inactives: at the top dose activity, positive = re-replication, most hits filed as activators. MCF 10A DNA re-replication, Hoechst nuclear intensity, 48 h; also: potency is read from the fitted curve at half-maximal effect; % of control where 0% means no effect; nearly all actives have a fitted effect of over 50% in size
HT1080NT lethal: kills 2HG-producing HT-1080-NT fibrosarcoma cells. HT-1080-NT fibrosarcoma viability, CellTiter-Glo ATP luminescence, 48 h. Potency, µM (titrated, usually from 46.1 µM), for inactives: at the top dose activity, negative = less viability, actives largely listed as cytotoxic. 360,000 compounds, 1.6% hits. AID 686970;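 also: NT is the 2HG producing partner of a matched IDH1 knockdown line; potency is read from the fitted curve at half-maximal effect; 0% = DMSO-treated cells and -100% = media-only wells without cells; nearly all actives have a fitted effect of over 55% in size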
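Viability of the 2HG-overproducing fibrosarcoma line after 48 hours of compound exposure at 37 degrees C was determined by luminescence with CellTiter-Glo, and concentration-effect curves were then fitted and categorized.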
* = called active by the depositor; i = inactive; ? = inconclusive; . = not tested or not shown; [ ] = remark or other dose. Unless noted, calls follow the shape of the dose curve; as a rule, active = well fitted curve in the direction sought with a large enough effect; inconclusive = small, poorly fitted or top-dose-only effect, or another doubt; inactive = no such curve, though single readings can be large; an effect the other way counts as inactive or inconclusive. Rows were taken by chance; any-hit rate near 8.9%.

Sequence of screens: HT1080NT lethal | MCF10A rerep | IL-1B inflam inh | HT1080 IDH1KD tx | ATXN viability | HepG2 viability | SW480 rerep | ATXN2 expr inh | KB-3-1 tox
> COc1ccc(N(CC(=O)NCc2ccccc2Cl)S(=O)(=O)c2c(C)nn(C)c2C)cc1
    . | . | . | . | i | -7% | . | -9% | -5%
> COc1cc(/C=N/NC(=S)NCCc2ccccc2)cc(OC)c1OC
    -6% | ? | 38 | -2% | i | -4% | 4% | 11% | 0%
> COc1cc2c(cc1OC)C(c1ccncc1)CC(=O)N2 (stereo unspecified)
    -5% | 4% | 10 | -4% | i | -8% | -6% | 7% | 7%
> CC(C)NC(=O)C1(C)CN(S(C)(=O)=O)CC(=O)N1CCc1ccccc1F (stereo unspecified)
    17% | . | -14 | 15% | . | . | . | . | 19%
> Cc1cccc(NC(=O)CCn2cnc3ccccc3c2=O)c1
    . | . | . | . | i | 4% | . | 6% | ?
> COC(=O)CNC(=O)c1cc(-c2ccncc2)nc2ccccc12
    -5% | 14% | 23 | -3% | i | 1% | -8% | 3% | 9%
> COc1cccc(N2CCN(CC(=O)Nc3ccc(-n4cnnn4)cc3)CC2)c1
    8% | -4% | 19 | -2% | i | 17% | 0% | -4% | -2%
> CCn1c(SC(C)C(=O)Nc2ccc3c(c2)OCCO3)nnc1C1CC1 (stereo unspecified)
    -2% | 5% | 22 | -2% | i | -15% | -9% | 2% | -4%
> Cc1cc(OCC(=O)OCC(=O)c2ccc[nH]2)ccc1Cl
    15% | 3% | 46 | -2% | i | -18% | 0% | 2% | 4%
> O=C(CSc1nnc(CNC(=O)c2ccc(F)cc2)o1)NCc1ccc(F)cc1
    -17% | -10% | i | 0% | i | 0% | -31%[inhibitor] | -2% | 2%
> Cc1cc(C(=O)NNC(=O)c2ccc(Cl)c(S(N)(=O)=O)c2)c(C)o1
    4% | 0% | 15 | 5% | i | 0% | -5% | -6% | 5%
> O=C(CCl)N1CCN(C(=O)C2COc3ccccc3O2)CC1 (stereo unspecified)
    ? | ? | -95* | 23µM* | ? | -15% | ? | -30% | ?
> CCOCCCNC(=O)CCN1C(=O)c2ccccc2Sc2ncccc21
    7% | 0% | 7 | 27% | i | -3% | -11% | -2% | 7%
> Cc1ccc(S(=O)(=O)N(C)C[C@H]2Oc3ncc(Br)cc3C(=O)N([C@H](C)CO)C[C@@H]2C)cc1
    -5% | . | -5 | -1% | i | -20% | . | -11% | -7%
> CCOC(=O)C(=O)Nc1cc(C)on1
    5% | -4% | 0 | 12% | i | 7% | -2% | . | -20%
> CN(C)c1ccc(P(=O)(Nc2cccc(C(F)(F)F)c2)N2CCOCC2)c(NC(=O)c2cccs2)c1 (stereo unspecified)
    -5% | 6% | -18 | -18% | i | -6% | ? | 4% | -20%
> Cc1ccc(-c2noc(CN3CCN(Cc4ccccc4)CC3)n2)cc1
    -11% | 8% | 9 | -23% | i | -29% | 1% | 0% | 1%
> CN(C(=O)COC(=O)/C=C/c1ccccc1)C1CCS(=O)(=O)C1 (stereo unspecified)
    -18% | . | 0 | ? | i | -6% | . | . | -5%
> CC(C)NC(=O)COC(=O)c1cncc(Br)c1
    23% | -23% | 15 | 21% | i | -18% | -1% | 2% | ?
> COCCNC(=O)c1ccc2c(c1)ncn2-c1ccc(C)c(Cl)c1
    ? | ? | -24 | ? | i | -3% | ? | -14% | ?
> CCc1ccccc1NC(=O)CSc1nc(-c2cccc(Cl)c2)nc2c1Cc1c(CO)cnc(C)c1O2
    . | . | . | . | i | 0% | . | 2% | 6%
> CC(C)CN(C(=O)COC(=O)c1ccc2ccccc2c1)c1c(N)n(Cc2ccccc2)c(=O)[nH]c1=O
    9% | -2% | 5 | 4% | i | -89% | -4% | -17% | -6%
> CC(C)(C)SCCNC(=O)COc1ccc(Cl)cc1
    -2% | ? | 13 | -1% | i | -10% | -5% | 24% | -5%
> CC1ON=C(c2ccccn2)N(Cc2ccc3c(c2)OCO3)C1=O (stereo unspecified)
    17% | . | 43 | 12% | i | 1% | . | -1% | 3%
> CCn1nccc1C(=O)NC1=C(C#N)CCC1
    8% | -2% | 14 | 8% | i | 3% | -6% | -12% | -5%
> Cc1cc(NC(=O)NC(C)(C(F)(F)F)C(F)(F)F)no1
    3% | -5% | 34 | 6% | i | 1% | -17% | -11% | -4%
> CN(C)C(=S)SCC(=O)NC(=O)NC(C)(C)C
    -5% | 6% | 7 | -3% | i | 4% | -4% | -11% | -1%
> CC(Sc1nnc(-c2cccs2)n1N)C(=O)NCC1CCCO1 (stereo unspecified)
    15% | 0% | -12 | 21% | i | 2% | -26% | 10% | -1%
> C=CCn1c(CNC(=O)c2ccco2)nnc1SCC(=O)c1ccccc1
    1% | -4% | 0 | 2% | i | 2% | -7% | . | -1%
> Cc1nc(SCc2cc(=O)c3cccc(F)c3[nH]2)n[nH]1
    . | . | . | . | i | -3% | . | 12% | 0%
> CCN(CC)S(=O)(=O)c1ccc(-c2nnc(SCc3nnc(-c4ccccc4)o3)o2)cc1
    5% | 3% | -20 | -2%[9.24 µM] | ? | -8% | 20% | ? | 18%
> COc1ccc(S(=O)(=O)n2nc(OC(C)=O)cc2N)cc1
    -7% | 22% | 9 | -13% | i | 20% | -2% | -11% | 9%
> Cn1c(SCC(=O)N2CCN(c3ccccc3)CC2)nnc1-c1ccccc1
    -6% | -3% | 12 | -14% | i | 5% | -2% | -17% | 3%
> Cc1ccc2oc(/N=C(\N)NC(=O)C(C)(C)C)nc2c1
    -12% | -30%[inhibitor] | . | -7% | i | -26% | ? | -82% | 4%
> O=C(NCCNC1CCCCC1)c1ccco1
    17% | -3% | 0 | 15% | i | 0% | -1% | -1% | 0%
> Cc1ccc(C)c(NC(=O)c2cc(-c3cc(C)c(C)cc3O)n[nH]2)c1
    ? | ? | ? | ? | i | -44% | ? | 6% | 2%
> COc1cc(CC(=O)O)c(C(C)=O)cc1OC
    16% | -3% | 20 | 8% | i | 0% | -5% | 2% | 0%
> Cc1cc(C)n(-c2nc3ccccc3nc2N2CCN(S(=O)(=O)c3ccc(F)c(C)c3)CC2)n1
    -4% | -4% | 1 | 0% | ? | 5% | 2% | 0% | 4%
> CC(C)CC(CC(C)C)=NNC(=O)c1ccc(CSc2nncn2C)cc1
    10% | -2% | 0 | 17% | i | 2% | 10% | -11% | 7%
> COc1cc(O)c(C(=O)/C=C/c2ccccc2)c(OC)c1
    ? | ? | -106* | ? | . | -52% | ? | ? | ?
> COc1cc2c(cc1O)CCN(C(=O)c1ccco1)C2C (stereo unspecified)
    -3% | 3% | -6 | -1% | i | -2% | -13% | 7% | -6%
> Cc1c(/C=N/n2cnnc2)c2ccccc2n1CCOc1ccc(Cl)cc1
    0% | 14% | 0 | -17% | i | -40% | ? | -36% | ?
> CCOc1ccc(CCNC(=O)COC(=O)c2cc(OC)c(OC)cc2[N+](=O)[O-])cc1OCC
    -2% | 5% | -9 | -10% | i | -35% | 16% | -24% | -7%
> O=S(=O)(c1cccc2cccnc12)N(CCO)CCO
    6% | 4% | -6 | 6% | i | 2% | -1% | 3% | 1%
> CCOC(=O)C1=C(C)c2ccccc2OC1(C(=O)OCC)C(C)C (stereo unspecified)
    -2% | -7% | 10 | -3% | i | -24% | 20% | -10% | 0%
> C=CCn1nnnc1SCC(=O)Nc1cccc(OC)c1
    ? | -3% | 20 | 16% | i | 3% | 1% | 11% | -5%
> CC(=O)c1cccc(NC(=O)C2CCCN(S(=O)(=O)c3cccc4cccnc34)C2)c1 (stereo unspecified)
    -12% | -1% | 0 | -6% | ? | -34% | 1% | ? | -18%
> Cc1ccc(Cn2c(CCNc3nc(-c4ccc(Cl)c([N+](=O)[O-])c4)cs3)nc3cc(Cl)c(Cl)cc32)cc1
    -8% | -2% | 27 | -12% | ? | 7% | 4% | -11% | ?
> COc1ccc(S(=O)(=O)N2CCN(C(=O)c3ccc([N+](=O)[O-])o3)CC2)cc1
    ? | ? | -82* | ? | ? | -26% | ? | -25% | -11%
> O=C(COC(=O)/C=C/c1ccc([N+](=O)[O-])cc1)NCc1cccs1
    7% | 0% | -4 | 8% | i | 18% | -11% | 0% | ?

Continued:
Sequence of screens: HT1080NT lethal | MCF10A rerep | IL-1B inflam inh | HT1080 IDH1KD tx | ATXN viability | HepG2 viability | SW480 rerep | ATXN2 expr inh | KB-3-1 tox
> O=C(O)c1cc(Cl)c(Cl)cc1C(=O)N(Cc1ccccc1)Cc1ccccc1
    -7% | -1% | 22 | -8% | . | -22% | -3% | . | 0%
> CCN(C(=O)COC(=O)c1cc([N+](=O)[O-])ccc1N1CCCCC1)C1CCS(=O)(=O)C1 (stereo unspecified)
    -6% | 1% | -15 | -10% | ? | 0% | -3% | -35% | 5%
> CCCn1cc(CN2CCC(n3nccc3NC(=O)CCOc3ccccc3)CC2)c(C)n1
    11% | 0% | 40 | 21% | i | 3% | -2% | 7% | -11%
> Cc1ccccc1OCC(=O)OCC(=O)NCC1CCCO1 (stereo unspecified)
    7% | 2% | 15 | -10% | i | -4% | -2% | 2% | 8%
> O=C(NC1CC1)c1sc2cc([N+](=O)[O-])ccc2c1Cl
    20% | -4% | -5 | 11% | ? | -28% | -8% | 16% | -1%
> COc1ccccc1N(C)S(=O)(=O)c1ccc(C(=O)N(CC(N)=O)C(C)C)cc1
    8% | 1% | 16 | 12% | i | 1% | -4% | -12% | -4%
> CCN=C1S/C(=C\c2cn(CC)c3ccccc23)C(=O)N1CC
    -18% | ? | -26 | -17% | ? | -18% | 15% | -1% | -6%
> CCCN(CCC)CCNC(=S)Nc1ccc2nc3n(c(=O)c2c1)CCCCC3
    -16% | -5% | -1 | -24% | i | -26% | -6% | 15% | 1%
> COc1ccccc1C(=O)CC(=O)C(=O)Nc1cccc([N+](=O)[O-])c1C
    ? | 23% | -28 | ? | i | -36% | 3% | -17% | -22%
> COc1ccc(F)cc1Cn1nc(C(=O)O)c2ccccc2c1=O
    -3% | 9% | 8 | -3% | i | -8% | -5% | -5% | 11%
